# Screens from PubChem.
# BAZ2B block = qHTS Assay for Inhibitors of BAZ2B | Bromodomain adjacent to zinc finger domain protein 2B (Homo sapiens), Q9UIF8 | AlphaScreen BAZ2B-H3K14Ac peptide displacement | Potency, µM (doses to about 114 µM), for the others: at the highest dose activity change, negative = inhibition, hits mostly inhibitors | 360,000 tested, 4.4% active; also: % is scaled to controls: 0 for no effect and ±100 for the full control effect; nearly all actives have a fitted effect of over 60% in size
#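 Multi-concentration screen (max 110 uM) measuring displacement of acetylated histone H3 peptide from BAZ2B by AlphaScreen, using 50 nM protein, 50 nM peptide and 10 ug/mL streptavidin donor plus Ni-chelate acceptor beads.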
# Tb PGK inh = qHTS Assay to Find Inhibitors of Phosphoglycerate Kinase; Phosphoglycerate kinase, glycosomal (Trypanosoma brucei brucei), P07378; PGK/GAPDH coupled, Kinase-Glo luminescence, 60 min; Potency, µM (titrated, usually from 57.5 µM), for the others: at the highest dose activity change, negative = inhibition, actives largely listed as inhibitors; 380,000 tested, 0.043% active; AID 602233, 2012; also: % is scaled to controls: 0 for no effect and ±100 for the full control effect; nearly all actives have a fitted effect of over 60% in size
#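 Recombinant glycosomal PGK reaction used 1,3-bisphosphoglycerate generated in-well by GAPDH (100nM final) in 100mM TEA pH 7.6, 5mM MgCl2, 0.01% Tween-20. After 60 minutes at room temperature, ATP was read by Kinase-Glo Plus luminescence end-point.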
# POLI inh = qHTS for Inhibitors of Polymerase Iota; Potency, µM (highest dose often 115 µM), for inactives: top-dose activity, negative = inhibition, hits mostly inhibitors; AID 588590, 2011; Pol iota fluorescent replication assay, 10 min; 390,000 tested, 1% active; DNA polymerase iota (Homo sapiens), Q9UNA4
#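 Fluorescent replication assay read twice, at 0 min and 10 min after adding 50 nM (final) substrate. Enzyme (10 nM) and compounds were first incubated 15 min at room temperature; enzyme-free buffer wells were negative controls.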
# GLS inhibitor = qHTS for Inhibitors of Glutaminase (GLS). GLS enzymatic activity, qHTS titration. AID 624170, 2012. Glutaminase kidney isoform, mitochondrial (Homo sapiens), O94925. Potency, µM (highest dose often 45.5 µM), for the others: top-dose activity change, negative = inhibition, most hits filed as inhibitors. 410,000 tested, 0.21% active; also: % is scaled to controls: 0 for no effect and ±100 for the full control effect
#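 Assay buffer: 45 mM KH2PO4 pH 8.2, 0.02% Tween-20. hKGA acts on L-glutamine (1 mM solution added); product glutamate is reported by an oxidase/peroxidase Amplex Red coupling, with fluorescence taken at baseline and 30 min.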
# G9a inh = qHTS Assay for Inhibitors of Histone Lysine Methyltransferase G9a. G9a H3K9 monomethylation, AlphaScreen, 2 h. Potency, µM (highest dose often 102 µM), inactives show at the highest dose activity, negative = inhibition, actives largely listed as inhibitors. 350,000 tested, 8.8% active. AID 504332, 2011; also: % is scaled to controls: 0 for no effect and ±100 for the full control effect; nearly all actives have a fitted effect of over 75% in size
#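 Chemiluminescent proximity detection of H3K9 monomethylation, read after 10 min bead incubation in the dark. Reaction: 20 nM G9a, 500 nM biotin-H3K9 peptide, 20 uM SAM cofactor, 2 h, room temperature, following 15 min enzyme-compound preincubation.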
# BLM inh = qHTS Assay for Inhibitors of Bloom's syndrome helicase (BLM) | 350,000 tested, 0.2% active | Potency, µM (top dose mostly 56.1 µM), for inactives: at the top dose activity change, negative = inhibition, hits mostly inhibitors | RecQ-like DNA helicase BLM (Homo sapiens), P54132 | recombinant BLM DNA unwinding, fluorescence dequenching;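 also: plate controls were vehicle for no effect and no enzyme for full effect; nearly all actives have a fitted effect of over 35% in size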
# HP1b chromo inh = HTS for Inhibitors of HP1-beta Chromodomain Interactions with Methylated Histone Tails | AlphaScreen HP1-beta / biotin-H3K9me3 peptide binding | Potency, µM (doses to about 114 µM), for the others: at the top dose activity change, negative = inhibition, hits mostly inhibitors | 390,000 tested, 0.56% active; also: nearly all actives have a fitted effect of over 70% in size; inactives centre near 23
#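 AlphaScreen: HP1-beta (50 nM) preformed 30 min with biotin-H3(1-18)K9me3 peptide (50 nM) in PBS pH 7.4, 0.01% Tween-20. Compound added for 30 min at RT, then streptavidin donor/nickel chelate acceptor beads (10 ug/mL) for 30 min.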
# Pin1 inhibitor = qHTS Assay to Find Inhibitors of Pin1; Pin1 FP peptide displacement, HiFluor488, 10 min; Potency, µM (doses to about 115 µM), for the others: top-dose activity, negative = inhibition, most hits filed as inhibitors; 390,000 tested, 0.009% active; AID 504891, 2011; active = well fitted inhibition curve with a large enough effect in the polarisation, with a control signal flat, not every such curve was filed as active; inconclusive = small, poorly fitted or top-dose-only effect, or effect the other way, or a change in a side signal; inactive = no such curve, though single readings can be large or run the other way; the % refers to the polarisation; also: % is scaled to controls: 0 for no effect and ±100 for the full control effect
# JMJD2A Tudor = qHTS Assay for Inhibitors of JMJD2A-Tudor Domain | Lysine-specific demethylase 4A (Homo sapiens), O75164 | AlphaScreen JMJD2A-Tudor / H3K4me3 peptide binding | Potency, µM (highest dose often 114 µM), for inactives: at the top dose activity change, negative = inhibition, usual class: inhibitors | 390,000 tested, 4.4% active | AID 504339, 2011; also: % is scaled to controls: 0 for no effect and ±100 for the full control effect; nearly all actives have a fitted effect of over 50% in size
# Target sequence (O75164 whole entry, looked up, the tested form may be a part): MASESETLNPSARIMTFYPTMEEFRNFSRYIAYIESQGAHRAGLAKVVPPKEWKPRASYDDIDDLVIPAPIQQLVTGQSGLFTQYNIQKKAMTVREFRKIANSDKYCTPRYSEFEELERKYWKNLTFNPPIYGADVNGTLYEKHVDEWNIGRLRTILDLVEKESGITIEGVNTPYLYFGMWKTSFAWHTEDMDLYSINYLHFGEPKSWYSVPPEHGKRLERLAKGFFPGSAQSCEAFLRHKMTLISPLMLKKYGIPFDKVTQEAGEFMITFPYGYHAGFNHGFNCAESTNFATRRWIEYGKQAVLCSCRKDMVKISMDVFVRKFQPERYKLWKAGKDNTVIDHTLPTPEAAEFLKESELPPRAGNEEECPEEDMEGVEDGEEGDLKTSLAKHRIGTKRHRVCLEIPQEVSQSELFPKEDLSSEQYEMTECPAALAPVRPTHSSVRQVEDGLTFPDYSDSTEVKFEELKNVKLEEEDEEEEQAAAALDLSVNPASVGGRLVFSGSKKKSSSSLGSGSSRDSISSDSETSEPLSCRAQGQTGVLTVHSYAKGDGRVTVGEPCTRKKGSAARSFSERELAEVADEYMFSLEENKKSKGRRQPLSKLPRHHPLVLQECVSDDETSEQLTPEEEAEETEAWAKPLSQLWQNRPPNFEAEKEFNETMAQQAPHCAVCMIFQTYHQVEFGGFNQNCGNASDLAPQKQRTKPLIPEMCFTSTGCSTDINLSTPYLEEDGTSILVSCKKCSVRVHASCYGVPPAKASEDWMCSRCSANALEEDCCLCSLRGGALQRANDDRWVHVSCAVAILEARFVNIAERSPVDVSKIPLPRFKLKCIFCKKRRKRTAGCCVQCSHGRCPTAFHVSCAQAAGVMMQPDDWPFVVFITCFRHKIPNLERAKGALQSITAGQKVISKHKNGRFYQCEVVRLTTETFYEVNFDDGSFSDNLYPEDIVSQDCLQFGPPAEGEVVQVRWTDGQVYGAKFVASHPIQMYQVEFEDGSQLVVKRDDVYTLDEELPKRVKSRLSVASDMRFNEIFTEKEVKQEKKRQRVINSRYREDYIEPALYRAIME
# * hit, by the source's call; i = inactive; ? = inconclusive; . = not tested or not shown; & = joins results of further samples; [ ] = dose if it differs, or a comment. Unless noted, calls follow the shape of the dose curve; as a rule, active = well fitted curve in the direction sought with a large enough effect; inconclusive = small, poorly fitted or top-dose-only effect, or another doubt; inactive = no such curve, though single readings can be large; an effect the other way counts as inactive or inconclusive. Potency is read from the fitted curve at half-maximal effect.
SMILES,BAZ2B block,Tb PGK inh,POLI inh,GLS inhibitor,G9a inh,BLM inh,HP1b chromo inh,Pin1 inhibitor,JMJD2A Tudor
CC1=C(C)CC(C(=O)Nc2ccc3c(c2)OCO3)C(C(=O)O)C1 (configuration not stated),?,-3%,46%[activator],1%,-28%,-6%,37%,-11%,-18%
COc1cccc(NC(=O)/C=C/c2ccco2)c1,-32%,-12%,20%,-12%,35µM*,-4%,-2%,11%,-30%
COc1cccc(CNCCOCCO)c1OC,.,-10%,6%,-2%,3%[59 µM],-1%,18%,1%,-17%
Cc1nc(Nc2nc3c(c(=O)[nH]2)CCC3)nc2ccccc12,.,-1%,8%,-12%,.,.,20%,0%,-1%
CC(C)(C)C1=NN=C2c3ccccc3C(=O)C21 (configuration not stated),3%,.,1%,4%,13%,-4%,24%,-2%,-26%
COc1ccc(CCNC(=O)c2ccc3c(c2)CCN3S(C)(=O)=O)cc1,-11%,i,8%,6%,3%[59 µM],-1%,39%,?,-14%
CC(C)CCN1CCC(CN2C(=O)C(=O)NC[C@@H]2Cc2ccccc2)CC1,.,-13%,26%,4%,.,.,23%,-5%,-14%
C=CCn1c(C)nc2c(cnn2-c2ccccc2)c1=O,-5%,-2%,25%,4%,3%,-6%,34%,-8%,-4%
C=CCNC(=O)CN1CCC(O)(c2ccc(F)cc2)CC1,8%,7%,100µM*,24%,1%[59 µM],0%,5%,-4%,-8%
O=C(Nc1ccc(Cl)cc1Cl)c1cc(S(=O)(=O)N2CCCCCC2)ccc1F,20%,-4%,-4%,-6%,19%[59 µM],-8%,65%[activator],5%,0%
COCCN(C(=O)COC(=O)CSc1ccccc1)c1c(N)n(Cc2ccccc2)c(=O)[nH]c1=O,12%,0%,30%,3%,?,.,3%,1%,-8%
O=C(CSc1nc(-c2ccccc2)nn1C(=O)c1ccccc1)Nc1cccc([N+](=O)[O-])c1,56µM*,i,-13%,-25%,.,-3%,-1%,0%,?
CN(C)NC(=S)Nc1ccc2nc(-c3ccccn3)c(-c3ccccn3)nc2c1,9%,-3%,12%,61%[activator],?,1%,12%,-27%,-24%
COc1ccc(Nc2ccc(Cl)nn2)cc1,-20%,3%,147%[activator],-22%,9%,-3%,28%,0%,-7%
CC1=C(C(=O)Nc2ccc(C(=O)NCCC(C)C)cc2)SCCO1,-1%,-8%,-5%,3%,4%,-3%,47%[activator],-2%,-8%
Clc1cc(NCc2cccs2)ccc1N1CCOCC1,50µM*,-9%,?,11%,11µM*,-9%,-23%,-3%,?
COc1ccc(Cc2nc3ccccc3n2Cc2ccccc2C)cc1,-7%,i,5%,7%,3%[59 µM],-12%,49%[activator],?,5%
COc1ccc(N(CC(=O)Nc2ccc(S(=O)(=O)N3CCCCC3)cc2)S(C)(=O)=O)cc1OC,-36%,-9%,9%,2%,-9%[59 µM],-5%,26%,?,-34%
COc1ccccc1NC(=O)CCc1nnc2ccc(N3CCCCC3)nn12,-14%,-5%,-2%,-15%,46%[activator],2%,45%[activator],0%,2%
CC(C)(C)c1nnc(NS(C)(=O)=O)s1,.,-4%,-10%,27%,.,.,1%,5%,-13%
Cc1cc(C)n(-c2cc(N3CCN(S(=O)(=O)c4ccc(C)c(C)c4)CC3)ccc2[N+](=O)[O-])n1,-29%,-5%,8%,13%,10%,-4%,20%,-4%,-9%
Cn1cccc1/C=N/n1c(-c2ccccc2)n[nH]c1=S,?,-5%,2%,-9%,2%[0.501 µM],-3%,?,-11%,3.5µM*
N#CCCn1cc(C(=O)O)c(-c2cccs2)n1,-2%,8%,-16%,12%,-7%,-2%,34%,3%,-1%
CC(=O)c1cc(C#N)c(Oc2cccc(C(F)(F)F)c2)nc1C,-2%,-4%,12%,1%,1%[59 µM],-6%,37%,-6%,7%
COc1ccc(C(=O)Nc2ccc(-c3nc4ncccc4o3)cc2)cc1,-5%,i,-1%,-4%,-8%[59 µM],-11%,26%,9%,-8%

# 3 consecutive records from above, for reference:
SMILES,BAZ2B block,Tb PGK inh,POLI inh,GLS inhibitor,G9a inh,BLM inh,HP1b chromo inh,Pin1 inhibitor,JMJD2A Tudor
CC1=C(C)CC(C(=O)Nc2ccc3c(c2)OCO3)C(C(=O)O)C1 (configuration not stated),?,-3%,46%[activator],1%,-28%,-6%,37%,-11%,-18%
COc1cccc(NC(=O)/C=C/c2ccco2)c1,-32%,-12%,20%,-12%,35µM*,-4%,-2%,11%,-30%
COc1cccc(CNCCOCCO)c1OC,.,-10%,6%,-2%,3%[59 µM],-1%,18%,1%,-17%

# Other entries follow.
SMILES,BAZ2B block,Tb PGK inh,POLI inh,GLS inhibitor,G9a inh,BLM inh,HP1b chromo inh,Pin1 inhibitor,JMJD2A Tudor
COC(=O)[C@@]12CCCN1[C@H](c1ccc(-c3ccc4c(c3)OCO4)c(OC)c1)[C@H]1C(=O)N(C)C(=O)[C@H]12,-39%,-10%,3%,2%,-4%[2.33 µM],.,4%,-14%,?
CC(SCc1ccccc1)C(=O)Nc1ccc(F)cc1 (configuration not stated),3%,-3%,-20%,6%,?,-3%,31%,0%,-6%
O=c1c(-c2ccccc2)cnc2n1CCS2,-11%,9%,92%[activator],-7%,21%[12.7 µM],-7%,33%,7%,-7%
CCCCNC(=O)/C(C#N)=C/c1ccc(C(=O)OC)cc1,-3%,i,76%[activator],3%,-4%,0%,31%[activator],-3%,-9%
COC(=O)[C@H]1C[C@@H]1[C@H](NC(=O)c1cc(C)on1)c1ccccc1,3%,-10%,27%,6%,-48%,-2%&1%,36%,1%,-24%
CC(C(=O)N1CCOCC1)(c1ccccc1)c1ccccc1,4%,7%,3%[58.9 µM],3%,-10%[59 µM],-3%,10%,1%,-9%
COc1ccc(-n2nnc3c(=O)n(CC(=O)NCC4CCCO4)cnc32)cc1 (configuration not stated),7%,0%,34%[activator],5%,-29%,-11%,33%[activator],5%,3%
Cc1cc(OCC(=O)N2CCCC2)cc(C)c1Cl,12%,-10%,16%,-15%,1.3µM*,1%,39%,-4%,13%
Oc1[nH]c2ccccc2c1C=Nc1ccccc1,-8%,-4%,-19%,11%,?,0%,43%[activator],-2%,-15%
CCCCOc1ccc(Cl)cc1CSc1n[nH]c(C)n1,12%,-1%,28%,-5%,21%[12.7 µM],-6%,30%,-10%,-8%
C/C(CC(=O)Nc1ccccn1)=N\NC(=O)c1ccc([N+](=O)[O-])cc1Cl,-18%,-8%,70%[activator],-27%,19%[59 µM],1%,12%,-4%,-8%
Cc1csc2nc(-c3ccc(NS(=O)(=O)c4cc(F)ccc4F)cc3)cn12,?,2%,28%,2%,-39%[59 µM],-9%,0%[57 µM],9%,?
COc1ccc(S(=O)(=O)NCc2ccco2)c2ccccc12,9%,0%,50%[activator],-7%,-19%[59 µM],-3%,12%,7%,-31%
CCOC(=O)c1c(C)[nH]c(C)c1S(=O)(=O)N1CCCC(C(=O)NCc2ccc(C)cc2)C1 (configuration not stated),-7%,-9%,-15%,14%,-16%[59 µM],-3%,9%,-6%,-18%
Cc1ccc(CNC(=O)COC(=O)c2cncc(Br)c2)cc1,-2%,-3%,14%,-10%,?,-9%,47%[activator],-12%,-4%
COc1cc(C2/C(=C(/O)c3ccc(OCC(C)C)cc3)C(=O)C(=O)N2CCN(C)C)ccc1O (configuration not stated),-9%,.,37%[activator],5%,25µM*,0%,17%,-1%,-8%
COc1ccc(/C=C/C(=O)c2ccc3c4c(cccc24)CC3)cc1OC,?,9%,0%,7%,-11%,-6%,?,27%,?
Cc1nn(C(C)C(=O)NCCCN2CCCC2)c(=O)c2nn(-c3ccccc3)c(C)c12 (configuration not stated),-23%,-10%,5%,-7%,?,2%,58%,0%,-8%
CCOc1ccc(C(=O)Nc2ccc3nc4c(c(Nc5ccccc5OC)c3c2)CCCC4)cc1,18µM*,-5%,18%,1%,-44%[59 µM],-7%,4%,-2%,?
O=P(Cc1cc(Br)cc(Br)c1OCCO)(c1ccccc1)c1ccccc1,-10%,8%,26%,14%,0%,0%,14%,1%,-14%
Cc1cc(N2CCN(S(=O)(=O)c3ccccc3)CC2)c2ccccc2n1,-5%,.,41%[activator],5%,-15%[59 µM],3%,2%,-2%,-21%
Cc1cc2c(OCC(O)CNCc3ccco3)cccc2[nH]1 (configuration not stated),-28%,4%,7%,29%,-1%[12.7 µM],2%,0%,6%,-20%
COC(=O)COc1nc(C)c2c(c1C#N)CC(C)(C)OC2,2%,-6%,5%,5%,-1%[2.33 µM],1%,4%,11%,6%
COc1cccc2c(Nc3ccccc3C)cc(C)nc12,-37%,-1%,61%[activator],8%,?,-4%,5%,15%,-24%
COc1ccc(Cl)cc1S(=O)(=O)N1CCCC(C(=O)N2CCOCC2)C1 (configuration not stated),-19%,7%,49%[activator],13%,.,2%,29%[57 µM],?,-5%
COc1ccc(OC)c(NC(=O)Cn2cnc3c(cnn3-c3ccccc3)c2=O)c1,-4%,i,13%,-5%,15%[59 µM],-3%,30%,0%,-24%
CC(=O)N1C(c2ccccc2O)C[C@]2(C)CC(=O)NC12 (some centres not stated),-3%,-1%,65%[activator],-7%,11%[59 µM],-14%,40%[activator],3%,-6%
COc1ccc(N(CCC#N)C(=O)/C(C#N)=C\c2cccs2)cc1,-31%,-2%,-10%,-12%,?,-2%,15%,-4%,-16%
Cc1nnsc1C(=O)NC1CCCc2c1cnn2-c1cc(F)cc(F)c1 (configuration not stated),0%,14%,26%,19%,.,0%,23%,-12%,-7%
CCCn1c(SCC(=O)NCc2ccco2)nc2c1c(=O)n(C)c(=O)n2C,9%,-8%,16%,10%,-1%[59 µM],1%,-2%,-8%,-13%

# Some of the compounds tested; rates above refer to the full screens.
